Assay outcomes from PubChem BioAssay.
EPAC2 ag: EPAC2 (human) agonism; Q8WZA2; EPAC2 activation, biochemical qHTS; response scale: 100% = 6.5 mM cAMP response; Potency, µM (top dose mostly 154 µM), inactives show at the highest dose activation, most hits filed as activators; 360,000 compounds, 0.079% hits; also: potency is read from the fitted curve at half-maximal effect; nearly all actives have a fitted effect of over 50% in size
Target sequence (Q8WZA2 whole entry, looked up): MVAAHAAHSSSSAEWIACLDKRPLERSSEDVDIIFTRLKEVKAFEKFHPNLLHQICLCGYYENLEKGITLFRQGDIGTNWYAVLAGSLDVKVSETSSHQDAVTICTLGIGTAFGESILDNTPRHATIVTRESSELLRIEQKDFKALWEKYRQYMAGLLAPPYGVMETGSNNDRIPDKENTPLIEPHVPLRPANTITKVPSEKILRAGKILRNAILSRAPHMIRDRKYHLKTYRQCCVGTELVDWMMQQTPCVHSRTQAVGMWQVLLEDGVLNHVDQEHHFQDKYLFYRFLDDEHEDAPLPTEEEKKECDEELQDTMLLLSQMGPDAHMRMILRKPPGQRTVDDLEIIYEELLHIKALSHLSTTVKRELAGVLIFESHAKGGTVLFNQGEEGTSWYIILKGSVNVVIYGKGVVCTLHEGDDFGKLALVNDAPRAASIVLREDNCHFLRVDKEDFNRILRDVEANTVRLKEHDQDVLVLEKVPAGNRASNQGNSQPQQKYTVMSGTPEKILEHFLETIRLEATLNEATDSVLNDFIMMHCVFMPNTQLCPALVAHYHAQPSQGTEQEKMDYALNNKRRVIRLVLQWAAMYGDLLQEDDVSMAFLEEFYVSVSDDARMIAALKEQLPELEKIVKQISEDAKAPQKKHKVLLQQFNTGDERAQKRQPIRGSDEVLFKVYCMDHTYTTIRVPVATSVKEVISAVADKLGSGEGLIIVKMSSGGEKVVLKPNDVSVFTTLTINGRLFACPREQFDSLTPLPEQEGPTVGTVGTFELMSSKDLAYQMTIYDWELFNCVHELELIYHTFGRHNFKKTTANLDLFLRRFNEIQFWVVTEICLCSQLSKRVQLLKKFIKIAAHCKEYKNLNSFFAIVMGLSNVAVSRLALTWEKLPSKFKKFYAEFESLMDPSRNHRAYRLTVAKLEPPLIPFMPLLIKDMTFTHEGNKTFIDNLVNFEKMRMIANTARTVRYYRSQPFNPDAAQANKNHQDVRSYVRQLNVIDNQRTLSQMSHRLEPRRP
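Exchange assay: 100 nM EPAC2 with 250 nM Rap1B-BODIPY-GDP and 50 uM GDP. Fluorescence (ex 480/em 540 nm) read every 5 min for 30 min at room temperature. Data normalized to 6.5 mM cAMP as agonist control.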
IL-2 act: activators of IL-2; 360,000 compounds, 0.065% hits; activation, % (series mostly up to about 46 µM); IL-2 activation reporter assay, cell-based qHTS; stimulated with anti-CD3/CD4/CD28 beads; in transgenic mouse T cells; in the data active = activation above about 50%; inconclusive = mostly about 30% to 49%; also: 0% is about no effect
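Unstimulated transgenic mouse T cells, 750 per well, received compound and, after 60 minutes, anti-CD3/anti-CD4 bead plus anti-CD28 stimulation. EGFP and DsRed were quantified after 18 hours.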
A549 viability: kills or reduces viability of A549 cells in Nrf2 counter-screen; A549 ARE-Fluc cells, CellTiter-Fluor viability, 18-24 h; Potency, µM (highest dose often 46 µM), for inactives: top-dose activity change, negative = cytotoxicity, hits mostly inhibitors; 390,000 compounds, 0.16% hits; also: potency is read from the fitted curve at half-maximal effect; % is scaled to controls: 0 for no effect and ±100 for the full control effect
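A549 ARE-Fluc cells in 5% FBS OPTI-MEM, 5000 cells/well, rested 2 h then exposed to compounds in concentration-response for 18-24 h at 37 °C. Viability by CellTiter-Fluor fluorescence (Ex 405/Em 525) after 30 min; luciferase luminescence (BugLite, 15 min, RT) read afterwards.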
TGFb inhibitor: inhibitors of TGF-b signaling; HepG2 CAGA-GFP TGF-b/SMAD3 reporter, GFP fluorescence, 18 h; TGF-beta stimulated, 500 pg/mL final; 410,000 compounds, 1.2% hits; Potency, µM (doses to about 46.1 µM), without a hit: at the top dose activity, negative = inhibition, most hits filed as inhibitors; AID 588855; also: potency is read from the fitted curve at half-maximal effect; % is scaled to controls: 0 for no effect and ±100 for the full control effect; nearly all actives have a fitted effect of over 65% in size
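Using HEPG2 CAGA-GFP reporter cells at 1000 cells/well, we pinned test compounds, stimulated with recombinant TGF-beta (500 pg/mL final) and measured total well GFP after 18 h.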
S2 tox: viability counter-screen for ATXN expression inhibitors | Potency, µM (top dose mostly 56.7 µM), most hits filed as cytotoxic | S2 cells (HEK-293 line with an ATXN2-luciferase reporter) viability, CellTiter-Fluor protease fluorescence, 24 h | 400,000 compounds, 0.49% hits; also: potency is read from the fitted curve at half-maximal effect; nearly all actives have a fitted effect of over 40% in size
Nrf2 activator: activates Nrf2 signaling; AREc32 ARE-luciferase reporter (MCF7-derived line), luminescence, 24 h; Potency, µM (series often up to 46.1 µM), inactives show at the highest dose activation, usual class: activators; 410,000 compounds, 0.31% hits; also: potency is read from the fitted curve at half-maximal effect; % of control where 0% means no effect; nearly all actives have a fitted effect of over 65% in size
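Each well held 1000 AREc32 cells, which were incubated with compound for 24 hr at 37 deg C after overnight attachment, and ARE reporter activity was quantified by firefly luciferase luminescence.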
ATXN2 expr inh: ATXN2 expression inhibition; HEK-293 ATXN2-luciferase reporter, luminescence, 24 h; Potency, µM (highest dose often 57 µM), for inactives: at the top dose activity change, negative = inhibition, usual class: inhibitors; 360,000 compounds, 0.72% hits; AID 1745845; also: potency is read from the fitted curve at half-maximal effect; % is scaled to controls: 0 for no effect and ±100 for the full control effect; nearly all actives have a fitted effect of over 55% in size
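ATXN2-luciferase reporter cells (luciferase flanked by upstream and downstream ATXN2 gene portions) were treated 24 h at 37 °C with compounds at up to 57 uM. SteadyGlo luminescence gave expression; GF-AFC fluorescence gave viability.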
Nrf2 block: inhibitors of Nrf2 signaling | A549 ARE-Fluc reporter, luciferase luminescence, 18-24 h | Potency, µM (doses to about 46 µM), for inactives: at the top dose activity change, negative = inhibition, most hits filed as inhibitors | 360,000 compounds, 2.1% hits | AID 504444; also: potency is read from the fitted curve at half-maximal effect; % is scaled to controls: 0 for no effect and ±100 for the full control effect; nearly all actives have a fitted effect of over 60% in size
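Nrf2 activity is the BugLite luminescence, read 15 min after reagent at room temperature, following CellTiter-Fluor cytotoxicity readout (30 min, 37C). Compound titrations were applied for 18-24 h to 5000 A549 ARE_Fluc cells/well in 5% FBS OPTI-MEM.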
HepG2 viability: kills HepG2 cells in TGF-b inhibitor counter-screen | 410,000 compounds, 0.76% hits | Potency, µM (series often up to 46.1 µM), inactives show at the highest dose activity change, negative = cytotoxicity, actives largely listed as cytotoxic | HepG2 CAGA-GFP viability, ATP luminescence, 18 h; also: potency is read from the fitted curve at half-maximal effect; some results filed as inactive show a strong effect at the top dose
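HepG2 CAGA-GFP cells (1000/well, DMEM with 1% FBS) received compound, then TGF-beta at 500 pg/mL final, and were incubated 18 hours at 37 degrees C. Viability was read by CellTiter-Glo luminescence. Media-only wells were set as complete cell-killing and DMSO as no toxicity.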
Active calls of the source: *; i = inactive; u = inconclusive; x = no result given; [ ] = dose if it differs, or a comment. Unless noted, calls follow the shape of the dose curve; as a rule, active = well fitted curve in the direction sought with a large enough effect; inconclusive = small, poorly fitted or top-dose-only effect, or another doubt; inactive = no such curve, though single readings can be large; an effect the other way counts as inactive or inconclusive.

#	mol	EPAC2 ag	IL-2 act	A549 viability	TGFb inhibitor	S2 tox	Nrf2 activator	ATXN2 expr inh	Nrf2 block	HepG2 viability
1	CCC(CO)(C(=O)OC1C[N+]2(C)CCC1CC2)c1ccccc1 (stereo not given)	6%	-0.5	-3%	-4%	i	-1.0%	18%[11.3 µM]	-7%	3%
2	O=C(C1CCN(S(=O)(=O)c2ccc(Br)s2)CC1)N1CCN(c2cccc(C(F)(F)F)c2)CC1	x	x	-11%	-1%	u	-0.1%	-29%	2.9µM*	-6%
3	COc1ccc(OC(=O)Nc2ccccc2)cc1	3%	-1.9	-2%[1.84 µM]	12%	i	-0.2%	53%[activator]	u	1%
4	Cc1oc(-c2ccc(Cl)cc2)nc1CN1C(=O)CN=C(c2ccccc2)c2cc(Cl)ccc21	x	x	-1%	3%	i	-0.1%	10%	u	5%
5	Cc1ccc(CN2CCCN(Cc3ccc(C)cc3)S2(=O)=O)cc1	10%	0.5	2%	0%	i	-0.2%	8%	11%	-23%
6	CCCCn1c(O)c(C(CC)=NCCCn2ccnc2)c(=O)[nH]c1=O	9%	0.6	9%	0%	i	-0.3%	-12%	-6%	36%
7	Cc1cc(Br)c(NC(=O)CN2CC=C(c3ccccc3)CC2)c(Br)c1	14%	-2.6	12%	-18%	i	-0.4%	-24%	u	-22%
8	Cc1ccccc1NS(=O)(=O)c1ccc(OCC(=O)N2CCN(C)CC2)cc1	8%	-0.5	2%	-4%	i	-0.4%	-1%	1%	0%
9	CCCNc1nc(OC)nc(N2CC3CC(C2)c2cccc(=O)n2C3)n1 (stereo not given)	-2%	-0.9	1%	-3%	i	0.9%	-12%	1%	-8%
10	CCCCn1c(=O)c(C(=O)NCc2ccccc2OC)c(O)c2ccccc21	13%	1.2	11%	8%	i	-0.7%	-18%	19%	5%
11	CCN(CC)C(=O)c1ccc(NC(=O)Cn2nc(-c3ccc(C)cc3)c3ccccc3c2=O)cc1	x	x	-2%	-11%	i	-0.8%	-5%	12%	-1%
12	CCC(CC)C1C(C#N)=C(N)Oc2c1c(=O)oc1ccccc21 (stereo not given)	-13%	0.6	-13%	0%	i	0.4%	6%	-30%	4%
13	Cc1ccc(OP(=O)(NCc2ccccc2)Oc2ccc(C)cc2)cc1	3%	-5.3	0%	u	i	3.0%	1%	-8%	-78%
14	CN1CN(c2ccccc2)C2(CCN(CCCSc3ccccc3NC(=O)/C=C/c3ccccc3)CC2)C1=O	7%	4.0	u	u	i	7.9%	u	u	-2%
15	C/C=C1\CN2[C@H]3C[C@@]45c6ccccc6N(C)[C@H]4[C@@H]2CC1C3[C@H]5O (stereo not given in full)	5%	-0.2	1%	5%	i	3.6%	8%	6%	0%
16	Cc1ccc(Cn2cc(C=O)c3ccccc32)cc1	12%	0.8	-3%	0.35µM*	u	3.5%	u	-22%	-38%
17	O=c1[nH]c(=O)n(Cc2ccccc2Cl)c(O)c1/C=C1/C=CC=N1	-49%[inhibitor]	-2.7	-2%	-30%	i	3.8%	-13%	-2%	-14%
18	O=C1NC[C@H](CCCCN2C[C@@H](Cc3ccccc3)N(CC3CCCCC3)C(=O)C2=O)N(CCC2CCCCC2)C1=O	1%	-0.7	x	x	u	0.1%	-34%	x	x
19	CCCNC(=O)N1[C@H]2CC[C@@H]1C(C(=O)OC)=C(c1ccc(OC(F)(F)F)cc1)C2	-4%	-0.4	-7%	-14%	i	-0.4%	-15%	u	-14%
20	CC(C(O)c1ccccc1)N(C)CCn1cnc2c1c(=O)n(C)c(=O)n2C (stereo not given)	2%	-2.5	4%	u	i	2.3%	24%	-10%	4%
21	CCCCCCCCn1sccc1=O	-8%	-0.6	-4%	5.6µM*	x	-4.5%	25µM*	16%	-97%
22	CCCN1CCCC(C(=O)c2cc(C)c(OC)c(C)c2)C1 (stereo not given)	3%	-0.6	1%	28%	i	-0.7%	2%	-16%	-16%
23	O=C(NC1CCCCC1)N1Cc2cc(N3CCCCC3)ccc2-n2nncc2C1	-2%	-0.2	x	u	i	3.3%	3%	x	-2%
24	CC(C)(C)n1cc(C(=O)c2ccccc2)cc1-c1ccccc1	9%	-2.2	4%	1%	i	-1.2%	x	-24%	-9%
25	O=C(Nc1ccccc1C(=O)N/N=C/c1ccco1)c1ccccc1Cl	9%	-2.7	-4%	2%	i	u	-4%	5%	2%
26	Cc1ccc(-n2c(/C=C/c3cccc(C(F)(F)F)c3)nc3ccccc3c2=O)cc1	x	x	-1%	u	x	3.6%	x	x	-9%
27	O=c1c2ccccc2nc(/C=C/c2ccco2)n1-c1ccccc1O	13%	0.2	0%	u	i	u	x	u	-26%
28	CCc1nn2c(=O)c(F)c(N3CCNCC3)nc2s1	2%	-0.8	-5%	2%	u	-1.3%	-11%	3%	-8%
29	CS(=O)(=O)c1ccc(C2=C(CNC(=O)c3nccs3)[C@H]3CC[C@@H](C2)N3CCOc2ccccc2)cc1	11%	-1.1	x	u	i	0.2%	-4%	x	-42%
30	NC(N)=Nc1ccc2[nH]c3c(c2c1)C[C@@]1(O)[C@H]2Cc4ccc(O)c5c4[C@@]1(CCN2CC1CC1)C3O5 (stereo not given in full)	2%	-0.3	-8%	20%	i	0.0%	0%	-5%	1%

Among those listed so far, 3 contain a CF3 group:
#	mol	EPAC2 ag	IL-2 act	A549 viability	TGFb inhibitor	S2 tox	Nrf2 activator	ATXN2 expr inh	Nrf2 block	HepG2 viability
2	O=C(C1CCN(S(=O)(=O)c2ccc(Br)s2)CC1)N1CCN(c2cccc(C(F)(F)F)c2)CC1	x	x	-11%	-1%	u	-0.1%	-29%	2.9µM*	-6%
19	CCCNC(=O)N1[C@H]2CC[C@@H]1C(C(=O)OC)=C(c1ccc(OC(F)(F)F)cc1)C2	-4%	-0.4	-7%	-14%	i	-0.4%	-15%	u	-14%
26	Cc1ccc(-n2c(/C=C/c3cccc(C(F)(F)F)c3)nc3ccccc3c2=O)cc1	x	x	-1%	u	x	3.6%	x	x	-9%

(listing goes on)
#	mol	EPAC2 ag	IL-2 act	A549 viability	TGFb inhibitor	S2 tox	Nrf2 activator	ATXN2 expr inh	Nrf2 block	HepG2 viability
31	CSCCC(NC(=O)CCC(=O)OC1CC[C@H]2[C@@H]3CC[C@H]4CC(=O)CC[C@]4(C)[C@H]3CC[C@]12C)C(=O)O (stereo not given in full)	11%	-0.7	-1%	12%	i	1.1%	x	-19%	-4%
32	O=C(O)C1=CC2c3ccccc3C1c1ccccc12	1%	-0.1	3%	u	i	-0.1%	-10%	2%	-2%
33	Cn1c(O)c(C=NCCN2CCN(C(=O)c3ccccc3)CC2)c(=O)n(C)c1=O	7%	0.2	1%	5%	i	-0.2%	13%	11%	5%
34	CC1C(OC(=O)CCC(=O)NC(C)(C)CO)O[C@H]2OC3(C)CC[C@H]4[C@H](C)CCC1C24OO3 (stereo not given in full)	5%	0.5	-14%	11%	i	5.0%	-34%	u	-27%
35	CCC1(Oc2ccccc2)C(=O)NC(=O)NC1=O	-2%	-0.4	-5%	-2%	i	-0.3%	0%	16%	5%
36	CCCCNC(=S)N1CCn2cccc2C1c1cccnc1 (stereo not given)	3%	0.1	8%	-1%	i	-1.1%	-4%	14%	1%
37	Cc1ccc(S(=O)(=O)CC(C)(O)C(=O)Nc2cccc(C(F)(F)F)c2)cc1 (stereo not given)	0%	-1.0	6%	-9%	i	0.3%	-10%	x	-47%
38	CN1C(=O)C(c2ccc([N+](=O)[O-])cc2[N+](=O)[O-])C(=O)N(C)C1=O	-4%	0.4	-17%	3%	u	0.0%	x	5%	-5%
39	CCc1ccc(CNn2cnnc2SCC(=O)NC(C)(C)C)cc1	7%	-1.1	-22%	8%	i	0.9%	-6%	u	3%
40	CCC1(c2ccc(C)cc2)C(=O)NC(=S)NC1=O	0%	-0.2	x	1%	i	0.4%	13%	x	1%
41	CC1CCN(CC(=O)c2ccc3c(c2)OCCO3)CC1	0%	0.0	0%	-19%	i	-1.1%	3%	u	10%
42	COc1ccc(CC(N)c2csc(NC(=O)Nc3ccccc3Oc3ccccc3)n2)cc1 (stereo not given)	2%	-0.7	x	u	x	-3.0%	u	x	10µM*
43	O=[N+]([O-])c1nccn1CC(O)CN1CC1 (stereo not given)	6%	1.2	x	20%	i	-0.7%	5%	x	-3%
44	FC(F)(F)c1ccccc1N1CC1c1ccncc1 (stereo not given)	6%	-4.2	5%	-2%	i	0.0%	-12%	-3%	-2%
45	CSCCC(N=Cc1c(O)n(-c2ccc(F)cc2)c(=O)[nH]c1=O)C(=O)OC(C)(C)C (stereo not given)	6%	-1.9	x	-10%	i	0.1%	18%	u	8%

Shown as labelled records: 3 of the compounds above.
40: CCC1(c2ccc(C)cc2)C(=O)NC(=S)NC1=O
- EPAC2 ag: 0%
- IL-2 act: -0.2
- A549 viability: x
- TGFb inhibitor: 1%
- S2 tox: i
- Nrf2 activator: 0.4%
- ATXN2 expr inh: 13%
- Nrf2 block: x
- HepG2 viability: 1%
41: CC1CCN(CC(=O)c2ccc3c(c2)OCCO3)CC1
- EPAC2 ag: 0%
- IL-2 act: 0.0
- A549 viability: 0%
- TGFb inhibitor: -19%
- S2 tox: i
- Nrf2 activator: -1.1%
- ATXN2 expr inh: 3%
- Nrf2 block: u
- HepG2 viability: 10%
42: COc1ccc(CC(N)c2csc(NC(=O)Nc3ccccc3Oc3ccccc3)n2)cc1 (stereo not given)
- EPAC2 ag: 2%
- IL-2 act: -0.7
- A549 viability: x
- TGFb inhibitor: u
- S2 tox: x
- Nrf2 activator: -3.0%
- ATXN2 expr inh: u
- Nrf2 block: x
- HepG2 viability: 10µM*

The list is partial; the hit share may differ from the screen's.
